# Source: PubChem
# T cell HTS: T cell immune modulation candidate. 2C CD8+ T cell-vesicle binding, flow cytometry; hits give low values. calls only at 7 µM. 0.068% of 330,000 active. AID 2052;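 active means response, share of CD8 T cells binding vesicles, and their 90th percentile fluorescence all below set limits, cut at about 80% in these data, passing the limit was not always enough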
#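 Test system: purified 2C TCR transgenic mouse naive CD8+ T cells. Probe or stimulus: QL9-peptide-loaded Drosophila micro-vesicles bearing Ld, ICAM-1 and B7-1. Incubation: binding step 1.5 h, 37 °C, antibody labelling 20 min, ice. Measured by: flow cytometry of vesicle-bound cells.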
# T cell HTS vesicle-bound %: second read-out of T cell HTS, no call of its own (marks repeat the call); double positive events, %; measured here: CD8+ vesicle-bound cell fraction;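 binding gate set so that unloaded-vesicle control wells show 10% double positive cells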
# * marks the source's active call; other numbers are inactive results; i = inactive; + = active, no number. These rows are one share of the data. The share of hits here may be higher or lower than overall.
SMILES,T cell HTS,T cell HTS vesicle-bound %
CC(OC(=O)CCc1cc(C(C)(C)C)c(O)c(C(C)(C)C)c1)C(=O)NC1CC1 (stereo unspecified),i,18
CCc1cc2c(-c3ccccc3)cc(=O)oc2cc1OC(C)C(=O)NCC1CCC(C(=O)O)CC1 (stereo unspecified),i,30
O=C(CN1C(=O)c2ccccc2C1=O)NC1CCC(O)CC1 (stereo unspecified),i,31
CC(=O)Nc1ccc(NC(=O)C(C)OC(=O)CNC(=O)c2cccs2)cc1 (stereo unspecified),i,47
Cc1ccc(S(=O)(=O)Nc2cccc(C(=O)NCc3ccccn3)c2)cc1F,i,52
COc1ccc(CCNC(=O)COC(=O)c2ccccc2NCCO)cc1OC,i,34
Cc1ccccc1S(=O)(=O)N1CC(C(=O)O)=CC[C@H]1c1ccc(Cl)cc1,i,23
CCOc1ccc(S(=O)(=O)Nc2cccc(C(=O)NCC(c3ccco3)N3CCCC3)c2)cc1 (stereo unspecified),i,32
COc1ccc(S(=O)(=O)N2CCC(C(=O)Nc3nnc(C)s3)CC2)cc1OC,i,38
c1ccc2c(C[C@@H]3CNCCN3CC3CCCCC3)cccc2c1,i,38
Nc1nc2c(ncn2CCC(CO)CO)c(=O)[nH]1,i,43
OCCNc1nc(Nc2ccccc2O)nc(N2CCCC2)n1,i,36
O=C(COc1cccc(F)c1)NNC(=O)c1cccc(-n2cccc2)c1,i,30
COc1ccc(CNC(=O)Cn2cnc3c(SC)nc(N)nc32)cc1,i,11
C#CCOCCOCCOCCNc1nc(N2CCN(C(=O)[C@H](CCCCN)n3cc([C@@H](N)C(C)CC)nn3)CC2)nc(N2CCN(C(=O)[C@H](Cc3cc4ccccc4[nH]3)n3cc([C@@H](N)C(C)CC)nn3)CC2)n1 (stereo partly specified),i,47
COc1ccccc1CNC(=O)C(NC(=O)C1CCCCC1)C(C)C (stereo unspecified),i,45
O=[N+]([O-])c1ccccc1Nc1cccnc1,i,20
COc1ccc(C(=O)NC(=O)CSc2n[nH]c(N)n2)cc1,i,40
CCOC(=O)NC(=O)CSc1ccc(S(=O)(=O)N2CCCCC2)cn1,i,49
COc1ccccc1-c1nnc(SCC(=O)Nc2ccc(N3CCOCC3)cc2)n1C,i,29
C#CCOCCOCCOCCNc1nc(N2CCN(C(=O)C([C@@H](C)CC)n3cc(C(N)COC(=O)C(F)(F)F)nn3)CC2)nc(N2CCN(C(=O)[C@H](CCCCN)n3cc(C(N)[C@H](C)CC)nn3)CC2)n1 (stereo partly specified),i,20
CN(C(=O)Cn1nnc(-c2ccccc2)n1)C1CCS(=O)(=O)C1 (stereo unspecified),i,56
Cc1ccc(C(=O)Nc2cccc(S(=O)(=O)N3CCCCC3)c2)cc1[N+](=O)[O-],i,12
COc1ccc(S(=O)(=O)Nc2cccc3c2O[C@H](CN(C)C(=O)NC2CCCCC2)[C@@H](C)CN([C@H](C)CO)C3=O)cc1,i,12
CC(C)OC(=O)c1ccc(NC(=S)NC(=O)c2cncc(Br)c2)cc1,i,32
CN(C)CC(NC(=O)c1cccc(S(=O)(=O)Nc2ccc3c(c2)OCO3)c1)c1ccccc1 (stereo unspecified),i,37
CC1Cc2ccccc2N1C(=O)COC(=O)c1ccc([N+](=O)[O-])o1 (stereo unspecified),i,29
COc1ccccc1C(=O)COC(=O)C1(C)CC1(Cl)Cl (stereo unspecified),i,53
O=Cc1c(-c2ccc(Cl)cc2)oc2ccc(O)cc12,i,50
Cc1ccc(C(C)C)c(OCCSc2nc3ccccc3n2CC(=O)O)c1,i,44
CCOc1ccc(OCc2ccc(C(=O)Nc3cccnc3)cc2)cc1,i,88
CCOc1ccc(S(=O)(=O)N2CCN(C(=O)c3cc([N+](=O)[O-])ccc3N3CCOCC3)CC2)cc1,i,35
CC(C)(C)OC(=O)C[C@H]1C/C=C\C[C@H](CC(=O)N[C@H](CO)Cc2ccccc2)C(=O)N[C@H](C(C)(C)C)COC1=O,i,4
CS(=O)(=O)c1ccc(CNC(=O)[C@]2(C(F)(F)F)C[C@H](CCc3ccccc3)CCCO2)cc1,i,20
CC(C)[C@H](NC(=O)c1cccc(CN(Cc2ccccc2)C(=O)c2ccccc2)c1)C(=O)O,i,54
COc1ccc(Cc2nnc(SCC(=O)Nc3ccc(C)cc3C)[nH]c2=O)cc1,i,58
Cc1ccc(S(=O)(=O)NCC(=O)OCC(=O)N2CC(C)OC(C)C2)cc1 (stereo unspecified),i,52
CCc1nc2ccc(C(=O)N(C)CC(=O)Nc3ccc(Cl)c(C(F)(F)F)c3)cc2nc1CC,i,48
O=[N+]([O-])c1cccnc1SCc1ccccc1,i,10
O=C1N(c2ccccc2C(F)(F)F)O[C@]1(c1ccccc1)C1CCCCC1,i,34
Cc1cc(NC(=O)C(C)SCC(=O)N(C)Cc2c(F)cccc2Cl)no1 (stereo unspecified),i,57
Fc1ccccc1N1CCN(Cc2cc(-c3ccccc3)on2)CC1,i,36
COc1ccc2c3c([nH]c2c1)[C@H]1C[C@H]2[C@H](C[C@@H](O)[C@H](OC)[C@H]2C(=O)O)CN1CC3,i,24
CCOc1ccc(S(=O)(=O)NCCC(=O)NCc2ccncc2)cc1,i,26
COc1ccc(OCCCC(=O)ON=C(N)c2ccccc2C)cc1,i,51
NC(=O)c1ccc(N2CCN(S(=O)(=O)c3cccs3)CC2)c([N+](=O)[O-])c1,i,43
Cc1c(Cl)c([N+](=O)[O-])nn1CC(=O)NCCCN1CCOCC1,i,21
N#Cc1ccc(OCC(=O)Nc2ccc3[nH]c(=O)[nH]c3c2)cc1,i,54
Cc1nc(C(=O)O)cc2c1[nH]c1ccccc12,i,57
CCOc1ccc(OCC(=O)OC(C)C(=O)NC2CCCC2)cc1 (stereo unspecified),i,45
COc1ccc(NC(=O)C(OC(=O)c2cnc(C)cn2)c2ccccc2)cc1Cl (stereo unspecified),i,18
Cc1ccc(F)cc1NC(=O)COC(=O)COc1ccc(C#N)cc1,i,34
CC1CCc2c(sc(NC(=O)c3ccc(N4C(=O)CCC4=O)cc3)c2C(N)=O)C1 (stereo unspecified),i,55
O=C1C=C(c2cccc(Br)c2)C[C@@H](c2ccc3c(c2)OCO3)C1,i,26
CCNc1nc(NCC)n2c(SCC(=O)Nc3ccccc3F)nnc2n1,i,46
O=S(=O)(NCC(c1ccco1)N1CCc2ccccc2C1)c1ccc(F)cc1 (stereo unspecified),i,44
COc1ccc(C)cc1NC(=O)COC(=O)c1ccc2c(c1)OCCO2,i,37
CCOc1ncccc1C(=O)NNC(=O)c1ccc(NS(=O)(=O)c2cccs2)cc1,i,53
COc1ccc(Cl)c2sc(N3CCN(C(=O)C4=COCCO4)CC3)nc12,i,52
Cc1ccc(C)c(COC(=O)c2cc([N+](=O)[O-])ccc2N2CCOCC2)c1,i,0

# 3 entries already listed, sorted by the value under T cell HTS vesicle-bound %, descending.
SMILES,T cell HTS,T cell HTS vesicle-bound %
COc1ccc(Cl)c2sc(N3CCN(C(=O)C4=COCCO4)CC3)nc12,i,52
COc1ccc(C)cc1NC(=O)COC(=O)c1ccc2c(c1)OCCO2,i,37
Cc1ccc(F)cc1NC(=O)COC(=O)COc1ccc(C#N)cc1,i,34

# Next part:
SMILES,T cell HTS,T cell HTS vesicle-bound %
CN(C)c1ccc(C(CNC(=O)c2ccc(-c3ccccc3)cc2)N2CCOCC2)cc1 (stereo unspecified),i,60
Cc1ccc2c(c1)[C@H]1[C@H](CO2)[C@H](c2ccccc2)[C@]2(C)C(=O)Nc3cc(Cl)ccc3C(=O)N12,i,30
CN(CC(=O)Nc1cccc(F)c1)C(=O)c1cc(S(=O)(=O)N2CCN(c3ccccc3)CC2)ccc1Cl,i,12
CCN(CC(=O)Nc1c(F)cccc1F)C(=O)C1CCN(S(=O)(=O)c2ccc(C)c(C)c2)CC1,i,8
CC(C)(C)c1ccc(NC(=O)CSc2n[nH]c(=O)n2C2CC2)cc1,i,41
COc1ccc2c(c1)[C@H]1[C@H](CO2)[C@H](c2ccccc2)[C@]2(C)C(=O)N(CC3CCCO3)CC(=O)N12 (stereo partly specified),i,41
CN(c1ccccc1)c1nccc(=O)[nH]1,i,57
CCCN(CC(=O)Nc1ccccc1OC)C(=O)c1cccc(S(=O)(=O)NCc2ccccc2)c1,i,45
Cc1ccc(S(=O)(=O)N2CCC(C(=O)OCC(=O)N(C)c3ccccc3)CC2)cc1C,i,17
COC(=O)Cc1ccc(OC(=O)c2cccc(S(=O)(=O)N3CCN(C)CC3)c2)cc1,i,36
CCc1ccc(C(=O)NNC(=O)c2n[nH]c(=O)c3ccccc23)cc1,i,46
CCOc1cc(/C=N/NC(N)=O)cc(Br)c1OCc1ccccc1,i,52
CC1Cc2ccccc2N1C(=O)COC(=O)c1ccc(N(C)C)cc1 (stereo unspecified),i,20
CCCn1c(SCC(=O)NCCCN2CCCC2=O)nc2ccccc2c1=O,i,45
COc1cc(/C=N/N(CCO)C2=NS(=O)(=O)c3ccccc32)cc(OC)c1OC,i,17
CC(C)(C)OC(=O)C[C@@H]1C/C=C\C[C@H](CC(=O)NCCO)C(=O)N2CCC[C@@H]2COC1=O,i,12
CN1CCN(S(=O)(=O)c2ccc(N(C)Cc3ccc(OC(F)F)cc3)c([N+](=O)[O-])c2)CC1,i,24
COc1ccc(NC(=O)CSc2nnc(Cc3ccccc3)c(=O)n2N)cc1OC,i,53
O=C(c1cn(Cc2ccccc2)nc1-c1cccnc1)N1CCc2ccccc2C1,i,6
COc1ccccc1C(=O)NCC(=O)N1CCN(C/C=C/c2ccccc2)CC1,i,51
COc1ccc(NC(=O)CN(C)C(=O)c2ccc(S(=O)(=O)Nc3ccccc3F)cc2)cc1,i,54
CCCn1nc(C(=O)NNC(=O)C2CSC3(C)CCC(=O)N23)c2ccccc2c1=O (stereo unspecified),i,54
Cc1ccc(S(=O)(=O)N2CCCCC2)cc1NC(=O)c1cc(=O)[nH]c2ccccc12,i,33
COc1ccc(-c2c(C#Cc3ccsc3)c3cc(Br)ccc3n2C)cc1,i,13
O=C(CCS(=O)(=O)c1ccc(F)cc1)N1CCN(c2ccccc2)CC1,i,16
CCN(CC)C(=O)[C@H]1CC(CC(=O)NCc2cccc(C(F)(F)F)c2)C(=O)N2CCc3c([nH]c4ccccc34)[C@]12C (stereo partly specified),i,17
COc1ccccc1-c1sc2cc3c(cc2c1-c1ccc(O)cc1)OCO3,i,14
Cc1cc(C)nc(Nc2ccc(O)cc2)n1,i,22
CCOc1ccc(S(=O)(=O)N2CCN(C(=O)Cc3ccc(S(=O)(=O)N4CCOCC4)s3)CC2)cc1,i,33
CCCSc1ccc([C@@H]2[C@@H]3C(=O)N(CC)C(=O)[C@@H]3[C@]3(C(=O)OC)CCCCN23)cc1OC,i,9
COc1ccc(NC(=O)COC(=O)c2cc(Cl)ccc2O)cc1S(=O)(=O)N1CCCCC1,i,40
COc1cc(CNC(=O)c2ccc3c(c2)S(=O)(=O)c2ccccc2C3=O)cc(OC)c1,i,18
CN(C)Cc1ccccc1CCc1ccccc1,i,23
C=CCOc1ccc(CNCc2cccnc2)cc1,i,55
C[C@H](CO)N1C[C@H](C)[C@@H](CN(C)C)Oc2c(NS(=O)(=O)c3ccccc3)cccc2C1=O,+,6.7*
CCOc1ccc(S(=O)(=O)Nc2cccc(C(=O)NCCCn3ccnc3)c2)cc1,i,31
CSc1cccc(NC(=O)COC(=O)C2CCN(S(=O)(=O)c3ccccc3)CC2)c1,i,34
CC(C)(C)OC(=O)NC1CNNC1=O (stereo unspecified),i,16
O=C(COc1ccccc1)NC1CCSc2ccccc21 (stereo unspecified),i,25
C=CCOC(=O)CCCCCCCC,i,30

# Entries listed so far containing a Cl atom, in the order listed:
SMILES,T cell HTS,T cell HTS vesicle-bound %
Cc1ccccc1S(=O)(=O)N1CC(C(=O)O)=CC[C@H]1c1ccc(Cl)cc1,i,23
COc1ccccc1C(=O)COC(=O)C1(C)CC1(Cl)Cl (stereo unspecified),i,53
O=Cc1c(-c2ccc(Cl)cc2)oc2ccc(O)cc12,i,50
CCc1nc2ccc(C(=O)N(C)CC(=O)Nc3ccc(Cl)c(C(F)(F)F)c3)cc2nc1CC,i,48
Cc1cc(NC(=O)C(C)SCC(=O)N(C)Cc2c(F)cccc2Cl)no1 (stereo unspecified),i,57
Cc1c(Cl)c([N+](=O)[O-])nn1CC(=O)NCCCN1CCOCC1,i,21
COc1ccc(NC(=O)C(OC(=O)c2cnc(C)cn2)c2ccccc2)cc1Cl (stereo unspecified),i,18
COc1ccc(Cl)c2sc(N3CCN(C(=O)C4=COCCO4)CC3)nc12,i,52
Cc1ccc2c(c1)[C@H]1[C@H](CO2)[C@H](c2ccccc2)[C@]2(C)C(=O)Nc3cc(Cl)ccc3C(=O)N12,i,30
CN(CC(=O)Nc1cccc(F)c1)C(=O)c1cc(S(=O)(=O)N2CCN(c3ccccc3)CC2)ccc1Cl,i,12
COc1ccc(NC(=O)COC(=O)c2cc(Cl)ccc2O)cc1S(=O)(=O)N1CCCCC1,i,40
